# Screening data as filed in PubChem.
# AmpC inh no detg: qHTS Inhibitors of AmpC Beta-Lactamase (assay without detergent) | P00811 | AmpC nitrocefin hydrolysis, absorbance 480 nm, 0.0001% Triton | Potency, µM (top dose mostly 57.1 µM), for inactives: at the top dose activity change, negative = inhibition, actives largely listed as inhibitors | 330,000 tested, 0.52% active;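 note: potency is the fitted concentration of half-maximal effect; plate controls were no compound for no effect and no enzyme for full effect; nearly all actives have a fitted effect of over 20% in size; some results filed as inactive show a strong effect at the top dose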
# Target sequence (P00811 whole entry, looked up): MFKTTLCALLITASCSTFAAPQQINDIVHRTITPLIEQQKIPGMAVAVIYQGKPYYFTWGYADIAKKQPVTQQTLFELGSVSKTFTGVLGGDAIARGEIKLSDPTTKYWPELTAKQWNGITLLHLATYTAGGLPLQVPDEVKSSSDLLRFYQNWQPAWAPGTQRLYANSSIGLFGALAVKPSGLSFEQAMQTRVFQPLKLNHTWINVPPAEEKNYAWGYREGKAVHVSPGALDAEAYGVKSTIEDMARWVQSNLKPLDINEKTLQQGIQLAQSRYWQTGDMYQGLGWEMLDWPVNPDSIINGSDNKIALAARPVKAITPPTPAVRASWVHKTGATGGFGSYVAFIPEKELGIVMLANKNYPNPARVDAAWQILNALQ
#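 AmpC (5.3 nM in the dispensed reagent) in 20 mM phosphate pH 7.0 with 0.01% (detergent screen) or 0.0001% Triton X-100 was preincubated with compounds for 15 min at room temperature. Nitrocefin was then added from an 800 uM solution, and hydrolysis was followed at 480 nm.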
# HCMV antiviral: qHTS Assay for inhibitors of the human cytomegalovirus (HCMV); HFF cells, HCMV-luciferase reporter, 72 h; hits give low values; activity change, negative = inhibition, % at 57.5 µM; 410,000 tested, 4.5% active; in the data active = activity change below about -60%; inconclusive = no clear call, values can overlap the other calls; inactive = above about -39%
#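 Cell-based, HFFs, 1000 cells/well, 16 h 37C; cpds in DMSO + HCMV-luc, MOI 1 PFU/cell; 72 h 37C; OneGlo luminescence after 5 min RT; norm. to buffer vs Salinomycin 10uM.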
# AMA1-RON2 inh: qHTS for Inhibitors of AMA1-RON; Towards Development of Antimalarial Drug Lead: Primary Screen; Potency, µM (doses to about 58.2 µM), for inactives: top-dose activity change, negative = inhibition, usual class: inhibitors; 360,000 tested, 0.2% active; Plasmodium falciparum AMA1 (3D7) - RON2 peptide interaction; AlphaScreen AMA1-biotinylated RON2 peptide binding;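 note: potency is the fitted concentration of half-maximal effect; 0% = vehicle wells and -100% = peptide control; nearly all actives have a fitted effect of over 45% in size; some results filed as inactive show a strong effect at the top dose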
#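 AMA1 (3D7) with his tag at 25 nM final met compounds first, then biotinylated RON2 peptide at 25 nM; detection used donor plus acceptor beads, 10 µg/mL apiece, read by AlphaScreen after 30 min at room temperature.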
# Sm TGR block: qHTS Assay for the Inhibitors of Schistosoma Mansoni Peroxiredoxins | Schistosoma mansoni thioredoxin glutathione reductase (TGR), Q962Y6 | purified TGR, DTNB reduction, TNB absorbance 405 nm | Potency, µM (top dose mostly 114 µM), without a hit: at the highest dose activity change, negative = inhibition, hits mostly inhibitors | 360,000 tested, 3% active | AID 485364, 2010; note: potency is the fitted concentration of half-maximal effect; nearly all actives have a fitted effect of over 60% in size
#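 Kinetic colorimetric format: TGR-catalysed, NADPH-driven DTNB reduction monitored via TNB absorbance. Enzyme dispensed at 20 nM; compound exposure 15 min at room temperature before reaction start.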
# Tb PYK inh: qHTS of Trypanosoma Brucei Inhibitors; TbPYK enzyme, Kinase-Glo Plus ATP luminescence, 45 min; AID 624173, 2012; pyruvate kinase (Trypanosoma brucei), Q57TT1; Potency, µM (series often up to 76.8 µM), without a hit: at the top dose activity, negative = inhibition, hits mostly inhibitors; 410,000 tested, 0.12% active; note: potency is the fitted concentration of half-maximal effect; nearly all actives have a fitted effect of over 50% in size
#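 Luminescence from Kinase-Glo Plus, added after a 45-minute room-temperature reaction, served as the end-point read-out. The enzyme and substrate were preincubated with compound before ADP (130 uM final) initiated turnover. Concentration-effect curves came from normalized qHTS data.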
# LmPK inh: qHTS Assay for Inhibitors of Leishmania Mexicana Pyruvate Kinase (LmPK) | Q27686 | purified LmPK, Kinase-Glo ATP luminescence, 1 h | Potency, µM (highest dose often 57.5 µM), for inactives: at the highest dose activity change, negative = inhibition, most hits filed as inhibitors | 290,000 tested, 0.37% active | AID 1721, 2009; note: potency is the fitted concentration of half-maximal effect
# Target sequence (Q27686 whole entry, looked up): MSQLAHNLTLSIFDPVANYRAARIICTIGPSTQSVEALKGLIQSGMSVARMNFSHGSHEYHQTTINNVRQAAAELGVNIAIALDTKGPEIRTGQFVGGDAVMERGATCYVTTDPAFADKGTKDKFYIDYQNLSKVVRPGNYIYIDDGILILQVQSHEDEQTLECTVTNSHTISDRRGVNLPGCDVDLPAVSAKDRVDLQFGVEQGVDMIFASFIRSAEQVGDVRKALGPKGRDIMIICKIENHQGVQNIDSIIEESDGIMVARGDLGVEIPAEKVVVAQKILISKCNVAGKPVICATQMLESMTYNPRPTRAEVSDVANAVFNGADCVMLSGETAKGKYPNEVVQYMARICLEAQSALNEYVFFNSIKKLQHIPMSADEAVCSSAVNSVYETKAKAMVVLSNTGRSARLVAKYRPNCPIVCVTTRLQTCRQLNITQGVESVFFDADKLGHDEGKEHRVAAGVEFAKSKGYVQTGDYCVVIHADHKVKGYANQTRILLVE
#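 Pyruvate kinase activity monitored as ATP production (luciferase luminescence). Conditions: 0.1 nM enzyme, 0.5 mM PEP, 0.1 mM ADP, 1 h, RT; normalized against uninhibited and no-enzyme wells.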
# AmpC inh detg: qHTS Inhibitors of AmpC Beta-Lactamase (assay with detergent). AmpC hydrolysis of nitrocefin, absorbance 480 nm, 0.01% Triton. Potency, µM (highest dose often 114 µM), without a hit: at the top dose activity change, negative = inhibition, actives largely listed as inhibitors. 370,000 tested, 0.041% active;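 note: potency is the fitted concentration of half-maximal effect; 0% = no-compound wells and -100% = no-enzyme wells; nearly all actives have a fitted effect of over 25% in size; some results filed as inactive show a strong effect at the top dose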
#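 AmpC (5.3 nM in the dispensed reagent) in 20 mM phosphate pH 7.0 with 0.01% (detergent screen) or 0.0001% Triton X-100 was preincubated with compounds for 15 min at room temperature. Nitrocefin was then added from an 800 uM solution, and hydrolysis was followed at 480 nm.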
# * = called active by the depositor; ? = inconclusive; nt = no result given; & = joins results of further samples; [ ] = dose if it differs, or a comment. Unless noted, calls come from the whole dose curve; as a rule, active = well fitted curve in the direction sought with a large enough effect; inconclusive = small, poorly fitted or top-dose-only effect, or another doubt; inactive = no such curve, though single readings can be large; an effect the other way counts as inactive or inconclusive. Unless noted, % is set by controls: 0 for no effect and ±100 for the full control effect. No enrichment for hits (roughly 7.4% active in at least one column).
SMILES,AmpC inh no detg,HCMV antiviral,AMA1-RON2 inh,Sm TGR block,Tb PYK inh,LmPK inh,AmpC inh detg
Cc1sc(-c2ccncc2)nc1OC(=O)c1ccccc1,30%,-7,0%,0%,0%,-1%,-9%
COc1ccc(C2C3=C(CCCC3=O)Nc3nc(SCc4ccc(C(=O)O)cc4)nn32)cc1OC (stereo not given),-10%,32,-2%,-24%,-2%,14%,-15%
CCC(=O)Nc1cccc(NC(=S)NC(=O)c2cc3ccccc3o2)c1,-14%,49,20%,-2%,2%,2%,-14%
CCCn1c(O)c(CN2CCCC(C)C2)c(C)c(C#N)c1=O (stereo not given),-28%,34,-1%,?,-3%,-3%,0%
CSc1ccc(C(=S)N2CCCC2)cc1,-19%,65,0%,-4%,-7%,3%,0%
O=C(Nc1nnc(-c2ccco2)s1)c1ccccc1,-22%,26,-8%,25µM*,-7%,-19%,-4%
N#Cc1ccc(C(=O)OCC(=O)N2CCCC2)cc1,-6%,-20,-6%,2%,-4%,3%,-9%
O=C(c1ccco1)N1CCN(C2CN(C3CCCC3)S(=O)(=O)C2)CC1 (stereo not given),nt,4,3%,nt,-2%,nt,nt
CCOc1cc(-c2nnc(SCC(=O)NC3CCCCC3)nc2-c2ccc(OC)c(OCC)c2)ccc1OC,nt,9,nt,5%,3%,nt,6%
COCCn1c(C)cc(C(=O)CN2C(=O)NC3(CCCCCC3)C2=O)c1C,33%,89,5%,-14%,-7%,nt,1%
COc1ccc(OCC(=O)Nc2ccc3c(c2)nc(CCNC(=O)c2ccco2)n3C)cc1,nt,-20,nt,-10%,1%,nt,-1%
CCc1ccc2c(c1)C(C)=CC(C)(C)N2,-28%,-4,-8%,1%,-3%,-14%,1%
C/C(=N\NC(=O)c1ccccc1OCc1ccc(F)cc1)c1ccccn1,8%,-102*,95%[activator],-4%,0%,nt,-4%
O=C1NC(=Nc2ccccc2)c2ccc([N+](=O)[O-])cc21,-21%,-28,-2%[11.6 µM],-5%,-7%,1%,0%
CCC1(CC)C(=O)C2=C3C1[C@H](C(=O)OC)CC(C(=O)OC)C[C@H]3[C@H]1C(=O)N(c3ccccc3)C(=O)[C@H]1[C@H]2C (stereo not given in full),nt,-17,9%,nt,0%,nt,nt
C/C(=N\NC(=O)c1cc2ccccc2cc1O)c1cccs1,?,-33,76%[activator],9%,-18%,-26%,-7%
COC(=O)c1cccc(CC2(C)C(=O)Nc3ccc(OC(F)(F)F)cc32)c1 (stereo not given),nt,25,4%,nt,3%,nt,nt
CCOC(=O)c1c(NC(=O)CSc2nnc(-c3cccnc3)o2)sc2c1CCC2,-20%,5,-2%,0%,0%,-2%,?
Nc1c2c(nn1-c1ccccc1)CCC2,-32%,-17,0%,0%,0%,-4%,-4%
CC(C)Nc1nnc(SCC(=O)N2CCN(C(=O)c3ccco3)CC2)s1,-3%,0,5%[11.6 µM],-26%,-17%,nt,-4%
CCOc1ccc(NC2OC(C)C(O)C(O)C2O)c([N+](=O)[O-])c1 (stereo not given),-23%,-29,-11%,11%,0%,-5%,-11%
C/C(=N\NC(=O)c1ccncc1)c1ccc(N(C)C)cc1,-4%,19,34%[activator],-3%,-2%,6%,1%
O=C(NCCN1CCN(c2ccccc2)CC1)C1(S(=O)(=O)c2ccc(Cl)cc2)CC1,131%[activator],8,-9%,-15%,2%,8%,-9%
CCOC(=O)C1(C)C=C(Nc2cccc(C)c2)C(=O)N1c1ccccc1 (stereo not given),nt,51,nt,-2%,0%,nt,-5%
CCn1c(=N)c(C(=O)NC)cc2c(=O)n3cccc(C)c3nc21,-36%,0,-15%,7%,-7%,-4%,-13%
CCn1c2ccccc2c2cc(NC(=O)CSc3nnc(-c4ccc(OC)c(OC)c4)n3N)ccc21,41%,6,-1%,-25%,nt,3%,0%
C#CCOCCOCCOCCNc1nc(N2CCN(C(=O)[C@H]([C@@H](C)O)n3cc(CCCCN)nn3)CC2)nc(N2CCN(C(=O)[C@H]([C@@H](C)CC)n3cc(CCCN=C(N)N)nn3)CC2)n1,178%[activator],-30,-6%,-3%,2%,0%,?
CC1(C)C(=O)OC(c2cccs2)C(C)(C)C1=O (stereo not given),-2%,15,1%,0%,0%,7%,-2%
CCOc1cc(/C=N/NC(=O)c2ccncc2)cc(Br)c1O,nt,1,10%,nt,1%,nt,nt
CC1CCN(S(=O)(=O)c2ccc3c(c2)N(C)C(=O)CC(=O)N3C)CC1,-29%,8&-5,-1%,-4%&1%,-19%&-1%,-8%,-3%&19%
CC1CCCCN1C(=O)Cn1c(=O)oc2cc(S(=O)(=O)N3CCCCC3)ccc21 (stereo not given),-6%,-22,3%,-3%,4%,-2%,1%
Cc1cc(C)n(C(C)CC(=O)Nc2cccc(C(F)(F)F)c2)n1 (stereo not given),nt,-7,nt,-7%,4%,nt,4%
Cc1cc(OC(C)C(=O)N2CCN(c3ccc(F)cc3)CC2)c2c(C)cc(=O)oc2c1 (stereo not given),-15%,-16,-3%,1%,-1%,-1%,-2%
O=S(=O)(NCCN1CCOCC1)c1ccc(Cl)c(Cl)c1,-2%,-24,0%,-20%,2%,5%,-3%
COc1ccc2c(c1)c1c(c(=O)n(Cc3ccccc3)c(=O)n1CC(=O)NCc1ccc(C)cc1)n2C,nt,10,nt,2%,-3%,nt,10%
C[C@@H]1CNC(=O)c2c(C(=O)N[C@H](C)c3ccccc3)ncn21,nt,-1,12%,nt,3%,nt,nt
COc1cc(CN2CCN(Cc3c[nH]c4ccccc34)CC2CCO)cc(OC)c1 (stereo not given),28%,0,-7%,-3%,-3%,7%,0%
CCOc1ccc(NC(=O)Cn2cc(C(=O)c3ccccc3)c(=O)c3cc4c(cc32)OCCO4)cc1,nt,-104*,nt,5%,-1%,nt,9%
C=CCSc1nc2sc3c(c2c(=O)[nH]1)CC(C)(CC)OC3 (stereo not given),-18%,?,13%,-4%,0%,9%,-9%
CC1(C)CC(=O)C2=C(C1)Nc1ccccc1N=C2,-10%,nt,nt,-28%,nt,-22%,1%
COc1ccccc1N1CCN(CC(=O)c2c(C)[nH]c3ccccc23)CC1,18%,-6,-4%,32µM*,-1%,1%,-21%
CCC(C(=O)Nc1ccsc1C(=O)OC)c1ccccc1 (stereo not given),-17%,-67*,6%,nt,1%,3%,-8%
O=C(c1cccs1)N1CCN(c2cc(Cl)ccc2Cl)CC1,-6%,-10,8%,-2%,2%,-7%,?
CCN(CC)CCNc1cc(C)nc2c1C(=O)C(=O)C=C2N1CCCCC1,2%,-98*,7%,2%[57.1 µM],1%,?,0%
Cc1ccc(C(=O)N2CCN(C(=O)c3ccccc3)C2c2ccc(N(C)C)cc2)cc1 (stereo not given),46%,-28,-8%,3%,-7%,4%,7%
Nc1ncnc2c1ncn2[C@@H]1O[C@H](CNS(=O)(=O)c2ccc(-c3ccno3)s2)[C@@H](O)[C@H]1O,-27%,8,-2%,nt,3%,nt,nt
S=c1[nH]c(-c2ccccc2)cn1/N=C/c1cccc2ccccc12,2.5µM*,16,47%[activator],-15%,-20%,-5%,-1%
O=C(c1ccccc1)N1CCN(CC#CC2(O)CCCCC2)CC1,1%,?,5%,-19%,-15%,1%,?
C[C@H](NC(=O)c1nc[nH]c1C(=O)NCC(=O)OCc1ccccc1)C(=O)OCc1ccccc1,13%,-14,178%[activator],-22%,-3%,0%,?
CCOC(=O)N/N=C/c1c(F)c(F)c(F)c(F)c1F,3%,?,8%,-1%,-3%,0%,3%
COCCNC(=O)c1ccc(N2CC3CC(C2)c2cccc(=O)n2C3)c(NC(=O)c2ccc(Br)o2)c1 (stereo not given),-7%,-18,7%,2%,3%,-3%,-14%
CCCCC(=O)N(C)c1c(CC)nc2c(OCCOc3ccc(F)cc3)cccn12,nt,3,-3%,nt,2%,nt,nt
CC(=O)CCC1C2C(O)C(C(C)C)C(OC(=O)/C=C/c3ccccc3)CC12C (stereo not given),143%[activator],1,-2%,0%,6%,1%,3%
Cc1ccc(C(=O)N(CCN2CCCCC2)CC2CCCN(C3CCCC3)C2)s1 (stereo not given),-2%,-8,-8%,-28%,7%,0%,3%
CC1(C)CC(OC(=O)c2ccco2)CC(C)(C)N1O,-12%,2,-14%,-2%,4%,-6%,?
Cc1cc(-c2ccccc2)cc(-c2ccccc2)[n+]1CCc1ccccc1,18%,-98*,4%,-5%,-12%,nt,-7%
Cc1cccc(NC(=O)c2ccccc2NC(=O)Cc2ccccc2)c1C,-21%,-33,4%,0%,-1%,-2%,-14%
CCOC(=O)Cn1c(C(F)(F)F)nc2nc(Cl)c(Cl)nc21,nt,-98*,15%,nt,-5%,nt,nt
CC(CCc1ccccc1)NC(=O)CCNS(=O)(=O)c1ccccc1C(F)(F)F (stereo not given),1%,-11,-3%,-17%,1%,nt,?
CCOC(=O)CN1CC23C=CC(O2)C(C(=O)NCc2cccs2)C3C1=O (stereo not given),-17%,9,-11%,-5%,-3%,-12%,?

# Record cards, as listed above.
# `Cc1cccc(NC(=O)c2ccccc2NC(=O)Cc2ccccc2)c1C` reads AmpC inh no detg: -21%; HCMV antiviral: -33; AMA1-RON2 inh: 4%; Sm TGR block: 0%; Tb PYK inh: -1%; LmPK inh: -2%; AmpC inh detg: -14%
# `O=C(c1cccs1)N1CCN(c2cc(Cl)ccc2Cl)CC1` reads AmpC inh no detg: -6%; HCMV antiviral: -10; AMA1-RON2 inh: 8%; Sm TGR block: -2%; Tb PYK inh: 2%; LmPK inh: -7%; AmpC inh detg: ?

# (list continues)
SMILES,AmpC inh no detg,HCMV antiviral,AMA1-RON2 inh,Sm TGR block,Tb PYK inh,LmPK inh,AmpC inh detg
O=C(Cc1cccc(Cl)c1)Nc1ccc(Br)cc1,-43%,?,10%,-10%,-1%,13%,-3%
Cc1c(C(=O)N2CCCC2)oc2c1-c1nn(CC(=O)NCc3ccccc3F)cc1CC2,nt,-64*,nt,-7%,-3%,nt,-5%
CC(O)(C(=O)c1ccccc1)c1ccccc1 (stereo not given),nt,-37,-2%,nt,-7%,nt,nt
O=C(/C=C/c1cccs1)N1CCOCC1,-10%,83,-15%,1%,5%,-3%,-14%
